Screens (PubChem BioAssay)
RBX1-CUL1 inh = blocks human RBX1-Cullin-1 di-ubiquitin formation; AID 1347404; P62877+Q13616; in vitro K48 di-Ub FRET, acceptor:donor ratio, 45 min; 0.6% of 140,000 active; inhibition, % at 10 µM; in the data active = inhibition above about 25%
Target sequence (P62877 whole entry, looked up): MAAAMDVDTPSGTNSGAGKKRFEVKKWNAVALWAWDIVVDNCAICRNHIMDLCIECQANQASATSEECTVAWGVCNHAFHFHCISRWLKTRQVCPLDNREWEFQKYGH
Target sequence (Q13616 whole entry, looked up): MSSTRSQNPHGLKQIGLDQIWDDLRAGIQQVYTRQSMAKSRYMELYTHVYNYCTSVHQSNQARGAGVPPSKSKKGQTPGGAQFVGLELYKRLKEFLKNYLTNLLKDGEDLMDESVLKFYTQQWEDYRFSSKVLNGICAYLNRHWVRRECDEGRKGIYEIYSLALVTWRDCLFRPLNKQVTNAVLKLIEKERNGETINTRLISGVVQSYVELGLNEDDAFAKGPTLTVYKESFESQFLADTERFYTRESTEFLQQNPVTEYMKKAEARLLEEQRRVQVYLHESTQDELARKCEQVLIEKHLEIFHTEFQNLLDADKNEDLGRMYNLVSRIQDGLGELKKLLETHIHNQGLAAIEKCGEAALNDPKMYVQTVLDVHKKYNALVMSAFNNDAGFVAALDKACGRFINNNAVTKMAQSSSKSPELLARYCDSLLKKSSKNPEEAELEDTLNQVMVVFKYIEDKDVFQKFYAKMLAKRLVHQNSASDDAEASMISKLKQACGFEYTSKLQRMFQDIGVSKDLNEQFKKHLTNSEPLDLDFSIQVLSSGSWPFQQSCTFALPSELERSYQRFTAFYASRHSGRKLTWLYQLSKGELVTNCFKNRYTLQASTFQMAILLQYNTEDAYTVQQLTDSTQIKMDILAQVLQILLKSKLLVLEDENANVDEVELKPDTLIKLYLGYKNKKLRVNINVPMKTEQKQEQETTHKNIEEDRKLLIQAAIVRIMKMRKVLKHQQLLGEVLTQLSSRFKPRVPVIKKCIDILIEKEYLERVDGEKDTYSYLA
Numbers without * were called inactive. Some of the compounds tested; count on the stated rates, not on these rows.

SMILES	RBX1-CUL1 inh
Cc1ccc(CCC(=O)NCc2ccc(Cl)cc2)cc1	-3.0
CCN(CC)S(=O)(=O)c1ccc2c(c1)N(CC(=O)NCCCN1CCN(c3ccccc3F)CC1)C(=O)CO2	1.5
CCCOc1ccc(OC(=O)c2cn(-c3ccc(OC)cc3)c(=O)c3ccccc23)cc1	4.2
CC1(C)CC(=O)C/C(=N/NC(=O)COc2ccccc2)C1	2.5
O=C(Cc1c(F)ccc(F)c1F)NCC1CC(Cc2ccc(F)cc2)=NO1 (stereo not given)	-15.0
COc1ccc(Cl)cc1NC(=O)C(=O)NCc1ccc(Cl)cc1	4.4
CCn1cc(CN2CCC(c3ccc(F)c(F)c3)Sc3ccccc32)c(C)n1 (stereo not given)	-1.3
CC(NC(=O)c1cc2c(=O)n3ccccc3nc2n(CCCN2CCOCC2)c1=N)c1ccccc1 (stereo not given)	5.7
Fc1ccc2c(c1)Sc1ccc(Cl)cc1CC2N1CCN(CCC2OCCCO2)CC1 (stereo not given)	11.4
Cc1cccc(NC(=O)CSc2nc3ccc(NC(=O)c4cccs4)cc3s2)c1	-3.9
CCN(CC)c1ccc(/C=N/NC(=O)CSc2nnc(CNc3ccccc3)n2-c2ccccc2)cc1	-6.7
C=CCSc1nnc2c(n1)OC(c1cccc(C)c1OC(C)=O)N(C(C)=O)c1ccccc1-2 (stereo not given)	-0.4
Cc1cc(Nc2ccc(Cl)cc2)c2c([N+](=O)[O-])ccc(C)c2n1	-1.5
COc1ccc(S(=O)(=O)NCc2nc3nc(C)cc(C)n3n2)cc1	-1.2
Cc1cccc(-c2cc(-c3ccccc3)nc(SCC(=O)Nc3ccccc3)c2C#N)c1	-4.8
Cc1cccnc1Cn1ccc(-c2cccc(-c3cnccn3)c2)n1	-5.2
O=C(O)/C=C/c1cc(Br)ccc1OCc1cccc(F)c1	3.3
CCCN1CCN(CCNC(=O)Nc2cc(C)ccc2OC)CC1	6.5
Cc1ccccc1-c1cnc(-c2cccnc2)nc1C1CCN(C(=O)c2cc(Cl)ccc2F)CC1	1.7
CCCNC(=O)c1c2c(nc3ccccc13)C(=O)N(C1CCCCC1)C2	-6.2
COc1ccc(-n2nc(C(=O)c3ccco3)cc(-c3nc4ccccc4[nH]3)c2=N)cc1	6.1
CCCCOC(=O)c1ccc(NC(=O)c2ccc3c(c2)CCCN3S(C)(=O)=O)cc1	-0.3
O=C(COc1ccc([N+](=O)[O-])cc1)N1CCC(c2nc3ccccc3s2)CC1	2.7
COc1cc(OC)c(C(=O)Nc2cccc(Cl)c2C)cc1OC	7.6
C=CCOc1ncc2c(c1C#N)N(Cc1ccccc1)CC2	1.5
CCCN1CCN(CCNC(=O)Nc2ccc(Cl)cc2)CC1	-7.2
O=S1(=O)N=C(N2CCSCC2)c2ccccc21	1.0
CC1=C(C(=O)N2CCN(c3cccc(Cl)c3)CC2)C2(CCCCC2)OC1=O	4.9
O=C(COc1cccc2ccccc12)Nc1ccccc1I	7.5
Cc1ccc(C2OC3(C(=O)c4ccccc4C3=O)C(c3cccc(F)c3)C23C(=O)c2ccccc2C3=O)cc1 (stereo not given)	-4.3
CCc1ccc(OCC(=O)N(Cc2ccc(OC)cc2)C2CCS(=O)(=O)C2)cc1 (stereo not given)	1.7
CCOc1ccc(CN2CCCC(CO)(CCc3ccccc3)C2)cc1CO (stereo not given)	0.5
c1coc(CN2CCN(Cc3ccco3)CC2)c1	-0.5
Nc1nc(N)nc(Oc2ccccc2)n1	-1.4
CCNC(=O)Cc1c(F)cccc1Cl	-8.8
COc1ccc(C(=O)OCc2ccccc2)cc1OC	2.8
CCOc1ccc2nc(NC(=O)c3ccc(Br)o3)sc2c1	-1.8
Cc1ccc(CN2c3ccccc3-c3nc(SCC(=O)Nc4c(C)cc(C)cc4C)ncc3S2(=O)=O)cc1	3.1
O=C1CC(N2CCOCC2)C(=O)N1c1ccc(OC(F)(F)Cl)cc1 (stereo not given)	6.0
N=c1n(CCN2CCOCC2)c2ccccc2n1CC(=O)C12CC3CC(CC(C3)C1)C2	-0.5
CCc1c(C)c(C#N)c2nc3ccccc3n2c1Nc1cccc(C(F)(F)F)c1	7.6
COc1ccc(OCCSc2nc(C)c(Cc3ccccc3)c(=O)[nH]2)cc1	4.1
COc1cccc2c1C(=O)c1c(O)c3c(c(O)c1C2=O)C[C@@](O)(C#N)C[C@@H]3OC1CC(NC(=O)C(F)(F)F)C(O)C(C)O1 (stereo not given in full)	18.5
CC(=O)Nc1ccc(C(=O)OCc2ccc(Br)cc2)cc1	-3.0
COc1ccc(N=C2CNC(=O)C2)cc1	-7.4
CCn1c(=O)c2c(nc3n(-c4ccc(O)cc4)c(C)cn23)n(C)c1=O	0.5
CCOC(=O)c1c(CN2CCCC2)oc2ccc(OC)cc12	1.9
CC1(C)OC2OC(C(=O)Oc3ccc4ccccc4c3)C3OC(C)(C)OC3C2O1 (stereo not given)	-2.5
COc1ccc(CCNC(=O)Cc2c(C)c3ccc(O)c(C)c3oc2=O)cc1OC	-6.1
CCC(=O)N1c2ccccc2CC1C(=O)NCCCN1CCN(c2cccc(Cl)c2)CC1 (stereo not given)	-1.2
Clc1cccc(C2=NC(c3cccs3)=Nc3ccc(Br)cc3N2)c1	-0.9
Cc1cc2nc3c(nc2cc1C)C1(C(=O)NC(C)C)CCC3(C)C1(C)C (stereo not given)	-2.4
CN(C)CCCC1c2ccccc2Sc2ccc(Cl)cc2C1O (stereo not given)	1.7
Cn1c(CC(=O)Nc2ccc(Cl)cc2)c(Sc2ccccc2)c2ccccc21	1.8
CCN(CC)CCCNC(=O)c1nn(-c2ccc(OC)cc2)c(=O)c2c1c1ccccc1n2C	-12.3
CCOC(=O)N1CCN(Cc2nc(-c3ccco3)oc2C)CC1	0.6
Cc1ccc(CS(=O)(=O)NCc2ccccc2)cc1	-14.3
CC(Nc1nc(CN(CCO)Cc2ccccc2)nc2ccccc12)c1ccc(F)cc1 (stereo not given)	2.2
Cc1ccc(CNC(=O)COCc2cc(-c3ccc4c(c3)OCO4)on2)cc1	6.6
C=CCC(=O)NC1CC(=O)N(CCCc2ccccc2)C1 (stereo not given)	1.5

Other results:
SMILES	RBX1-CUL1 inh
COc1ccccc1OS(=O)(=O)c1ccc(F)cc1	-4.9
O=C(CCS(=O)(=O)c1ccccc1)N(Cc1cccnc1)c1nc2ccc(Cl)cc2s1	7.0
Cc1ccc(N=C2NC(=O)CC(C(=O)Nc3ccc(C)c(C)c3)S2)cc1 (stereo not given)	3.5
CCN1CCN(CC(O)COc2cccc(CN(C)Cc3nccn3C)c2)CC1 (stereo not given)	-3.3
Cc1cc(C)cc(OC(=O)c2cc(-c3ccc4c(c3)OCCO4)on2)c1	8.8
Nc1c(C(=O)NCC(c2ccccc2)c2ccccc2)sc2nc(-c3ccncc3)ccc12	-11.7
CCC(=O)N1N=C2c3cc(OC)ccc3CCC2C1c1cccc([N+](=O)[O-])c1 (stereo not given)	8.3
CC(=O)NCCc1c[nH]c2ccc(OCC(O)CNC(C)C)cc12 (stereo not given)	7.1
CCc1ccc(N2C(=O)C3Cc4c([nH]c5ccccc45)C(C)N3C2=S)cc1 (stereo not given)	-7.1
CC(C)(C)OC(=O)N1CCC(c2c(C(=O)NC3CCN(Cc4ccccc4)CC3)cnn2-c2cccc(F)c2)CC1	1.6
O=C(CCn1cnc2onc(-c3ccc(F)cc3)c2c1=O)N1CCN(c2ccc(F)cc2)CC1	16.0
CCOC(=O)c1c(NC(=O)c2c(C)noc2C)sc(C)c1C	4.4
CCN1CCCC1CNC1CCN(c2ccc(NC(=O)c3cccc(Cl)c3)cc2)CC1 (stereo not given)	3.9
COc1ccc(-c2nc3c4cnn(-c5ccc(C)cc5)c4ncn3n2)cc1	-1.0
CCOc1ccc(N=C2CCCc3c2[nH]c2ccc(Br)cc32)cc1	-1.0
O=C(Cn1nc(-c2ccc(Cl)cc2)c2ccccc2c1=O)Nc1ccc(Br)c2cccnc12	-0.8
CCOc1cc(CNc2ncn[nH]2)cc(Br)c1OCC(=O)NC1CCCCC1	6.2
COc1ccc(NC(=O)Cc2ccccc2F)cc1	1.3
COc1ccc(CCCC(=O)Nc2ccc(Br)c(C)c2)cc1C	9.8
COc1ccc(OC)c(-c2nc(CN3CCN(c4cnccn4)CC3)c(C)o2)c1	-4.4
CN(C)C(=O)c1cc(Cl)ccc1Sc1cc(Cl)ccc1Cl	-7.1
Cc1cc(C)c(S(=O)(=O)Nc2ccc(O)cc2C)c(C)c1	-1.9
CC(=O)c1cccc(Nc2nc(-c3cccc(C)c3)nc3ccccc23)c1	-6.2
COc1cc(SC)ccc1C(=O)N1CCn2c3c(c4cc(C)ccc42)CCCC31 (stereo not given)	-4.4
Cn1ncc(N2CCOC(CCNC(=O)NCc3ccco3)C2)cc1=O (stereo not given)	2.2
COc1cc(OC)cc(-c2nc(-c3ccc4c(c3)[nH]c(=O)n4C)no2)c1	2.5
O=S(=O)(Cc1c(F)cccc1Cl)NC1CCCC1	3.7
Cc1ccc(N2CC(=O)N(NC(=O)CSc3ccccc3)CC2=O)cc1	10.1
Cc1ccc(F)c(CNC(=O)C2CC(Cc3cccc(F)c3)=NO2)c1F (stereo not given)	-4.2
Cc1c(CN2CCOc3ccc(C4=Cc5ccccc5CC4)cc3C2)c(=O)n(-c2ccccc2)n1C	2.2
COc1ccc(Cn2ccc3c(cnc4nc(-c5ccccc5)nn43)c2=O)cc1	4.2
C=CCc1ccc(OCC(O)CN2C(C)CCCC2C)c(OC)c1 (stereo not given)	2.1
CCOc1ccc(C(=O)c2cn(Cc3ccc(OC)cc3)c3cc(OC)c(OC)cc3c2=O)cc1	-5.7
Cc1ccccc1N1CC(C(=O)N2CCN(c3ccccc3F)CC2)CC1=O (stereo not given)	14.1
CCOC(=O)c1sc(N/N=C/c2ccccn2)nc1C	-1.0
CN=C1CC=C(Br)C=C(C(=O)/C=C/c2ccc(Cl)cc2)C1=O	63.4*
CCN(CC)C(=O)C(=NC(=O)c1ccccc1)C(Sc1ncccn1)c1ccccc1 (stereo not given)	-4.1
C=CCN(CC=C)CC(O)Cn1c(C)c(C)c2ccccc21 (stereo not given)	-6.6
COc1ccc(OC)c(CNC(=O)N=C2CN(CC(C)C)C(=O)c3ccccc32)c1	9.5
CCOC(=O)CCn1c(=O)c2cccn2c2cccnc21	-2.8
COc1ccc(C(=O)C2C(=O)C(=O)N(Cc3cccnc3)C2c2ccc(O)c(OC)c2)cc1 (stereo not given)	-7.2
Cc1cccc(N2CCN(C(=O)C3CCN(S(=O)(=O)c4ccc5c(c4)oc(=O)n5C)CC3)CC2)c1C	-2.2
CCc1ccc(-c2[nH]c3c(c2-c2sc(C)c(C(=O)OC)c2O)c(=O)[nH]c(=O)n3C)cc1	7.0
CCCCN1CC(C(=O)Nc2ccc(C(=O)N3CC(C)OC(C)C3)cc2)CC1=O (stereo not given)	11.8
COc1ccc(/C=N/NS(=O)(=O)c2ccccc2)cc1OCc1ccc(Cl)cc1Cl	-2.7

Structures from the list above that contain a CF3 group, in the order listed:
SMILES	RBX1-CUL1 inh
CCc1c(C)c(C#N)c2nc3ccccc3n2c1Nc1cccc(C(F)(F)F)c1	7.6
COc1cccc2c1C(=O)c1c(O)c3c(c(O)c1C2=O)C[C@@](O)(C#N)C[C@@H]3OC1CC(NC(=O)C(F)(F)F)C(O)C(C)O1 (stereo not given in full)	18.5

Among those listed so far, these contain two or more sulfur atoms.
SMILES	RBX1-CUL1 inh
Cc1cccc(NC(=O)CSc2nc3ccc(NC(=O)c4cccs4)cc3s2)c1	-3.9
O=S1(=O)N=C(N2CCSCC2)c2ccccc21	1.0
Cc1ccc(CN2c3ccccc3-c3nc(SCC(=O)Nc4c(C)cc(C)cc4C)ncc3S2(=O)=O)cc1	3.1
O=C(CCS(=O)(=O)c1ccccc1)N(Cc1cccnc1)c1nc2ccc(Cl)cc2s1	7.0

(continued)
SMILES	RBX1-CUL1 inh
CC(=O)OC1C(=O)N(C)c2ccccc21 (stereo not given)	2.2
C=CCOc1ccc(/C=C2\SC(N3CCN(c4ccccc4)CC3)=NC2=O)cc1	1.2
COc1ccc(NC(=O)Cn2c(=O)n(CCC(=O)NCc3ccccc3OC)c(=O)c3ccccc32)cc1Cl	12.7
COc1ccc(NC(=O)c2ccc3c(c2)C(=O)N(c2cccc(N4C(=O)c5ccc(C(=O)Nc6ccc(OC)cc6)cc5C4=O)n2)C3=O)cc1	0.2
CCOC(=O)C1CCN(C(=O)CN2c3ccc(C(C)C)cc3-c3ccccc3S2(=O)=O)CC1	1.6
Cc1ccccc1CS(=O)(=O)Nc1ccccc1F	-8.5
CCOC(=O)C(=Cc1c[nH]c2c(=O)[nH]c(C)nc12)C(=O)OCC	3.6
Cc1nc(-c2ccncc2)ncc1C(C)NCC1CC1 (stereo not given)	4.1
CC(C)Oc1cccc(NC(=O)C2CCN(S(=O)(=O)Cc3ccccc3)CC2)c1	6.9
CC1=CCC2C3OC(c4ccccc43)C2C1 (stereo not given)	7.5
COc1ccccc1CNC(=O)CCc1c(C)nn(-c2ccc(N3CCCC3)nn2)c1C	-7.1
O=C(Nc1ccc(S(=O)(=O)NC2CCCCC2)cc1)Nc1cccc(Cl)c1	-14.8
CCN(CC)c1ccc(C2C3C(=O)CC(C)(C)CC3=Nc3ccccc3N2C(=S)NC2CCCCC2)cc1 (stereo not given)	-0.1
CCOc1ccc(Br)cc1C(=O)N(CC)CC	-10.3
O=C(CCC1CCCC1)Nc1ccc(Cl)c(Cl)c1	-8.0
O=S(=O)(Nc1cc(F)ccc1F)c1ccc(Cl)cc1	-8.4
Cc1ccc(Cn2c(CO)cnc2SCC(=O)Nc2cccc(F)c2)cc1	2.5
OCC1CCN(C2CCCN(Cc3cccc4c3oc3ccccc34)C2)CC1 (stereo not given)	0.6
